Compound activity deposited in PubChem BioAssay by several laboratories.
LYP inhibition: LYP phosphatase inhibitors, primary screen, biochemical, DiFMUP fluorescence, recombinant catalytic domain, 10 µM (AID 606). recombinant LYP catalytic domain, DiFMUP fluorescence; higher % means a stronger effect. inhibition, % at 10 µM, or IC50 in µM where a hit was titrated. 52,000 tested, under 10 active;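 active means IC50 under 40 µM in the dose-response test; inactive means IC50 of 40 µM or more, or never dose-tested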
MK inhibit: blocks S. pneumoniae mevalonate kinase | purified MK, PK/LDH-coupled NADH absorbance 340 nm | hit rate 0.48% among 65,000 | inhibition, % at 10 µM | AID 555;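 active means ranked among the strongest by inhibition in the single 10 µM screen, a fixed top-ranked set picked for dose follow-up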; further: no value below 0 was filed
Spn PMK inh: inhibitors of Streptococcus pneumoniae phosphomevalonate kinase; purified PMK, PK/LDH-coupled NADH absorbance 340 nm; inhibition, % at 10 µM; hit rate 0.49% among 65,000;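 active means top-ranked compounds by inhibition in the single 10 µM screen, taking a fixed number of the strongest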;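 further: 0% = full reaction with DMSO carrier and 100% = background rate without enzyme reaction; no value below 0 was filed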
Bfl-1 inhibitors: Bfl-1 inhibitors, primary screen, biochemical, fluorescence polarization, FITC-Bid, mouse (AID 432). FITC-Bid BH3 peptide fluorescence polarization displacement; higher % means a stronger effect. displacement, % at 20 µM; hits with a dose series show IC50 in µM. hit rate 0.02% among 64,000; in the data active means a potency from the dose series; inactive means the rest, 99 in 100 with displacement below about 15%; further: strong numbers were not always called active
Spn DPM-DC inh: blocks S. pneumoniae diphosphomevalonate decarboxylase; purified DPM-DC, PK/LDH coupled NADH fluorescence; calls only at 10 µM; hit rate 0.49% among 65,000; AID 556;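 active means the 320 compounds with the highest percent inhibition in the single-dose primary screen, excluding strongly autofluorescent ones, cut at about 32% in these data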;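 further: kinetic rate of NADH fluorescence loss reporting ADP formed by the decarboxylase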
HT1080 viability: HT1080 cell viability loss – fluorescence readout (AID 620) | hit rate 0.42% among 87,000 | HT1080 viability, fluorescence; higher % means a stronger effect | cytotoxicity, % at 10 µM, or EC50 in µM where a hit was titrated;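 further: cells exposed to compound overnight then 4 h with Alamar Blue; 0% = vehicle DMSO and 100% = killing control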
HPDE-C7 viability: HPDE-C7 pancreatic duct cell viability loss – fluorescence, HTS (AID 430). HPDE-C7 pancreatic duct cells viability, fluorescence; higher % means a stronger effect. cytotoxicity, % at 10 µM; hits with a dose series show EC50 in µM. hit rate 1.8% among 63,000;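 further: cells exposed to compound for 48 hours before viability readout; 0% = vehicle and 100% = reference cytotoxic drug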
KRASV12 cytotoxicity: cytotoxicity in KRAS-transformed pancreatic duct cells, primary screen, cell-based, fluorescence, HTS (AID 431); hit rate 1.7% among 63,000; HPDE-C7K KRASV12 cells, Alamar Blue viability, 48 h; higher % means a stronger effect; cytotoxicity, % at 10 µM, or EC50 in µM where a hit was titrated;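 active means compounds whose percent cytotoxicity in the single-dose primary screen, scaled between solvent and toxic-drug controls, exceeds 50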;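 further: 0% = DMSO solvent wells and 100% = doxorubicin-treated wells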
Alkaline phosphatase: inhibition of tissue-nonspecific alkaline phosphatase – biochemical, luminescent (AID 518); hit rate 0.09% among 64,000; inhibition, % at 20 µM; hits with a dose series show IC50 in µM; purified TNAP enzyme, luminescent substrate readout; higher % means a stronger effect; in the data active means a potency from the dose series; inactive means the rest, 99 in 100 with inhibition below about 22%;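 further: plate controls were vehicle for no effect and reference inhibitor for full effect; many of its hits are not listed in these tables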
Spn PMK inh pilot replicates: also measured in Spn PMK inh; calls as there; inhibition, %; measured here: pilot screen replicates
MK inhibit pilot replicates: second read-out of MK inhibit, no call of its own (marks repeat the call); inhibition, %; measured here: pilot screen replicates
Spn DPM-DC inh pilot screen %: also measured in Spn DPM-DC inh; calls as there; inhibition, %; measured here: pilot screen trials
* = called active by the depositor; i = inactive; . = not tested or not shown. Unless noted, no stated cut-off is given here; in the data, active means cytotoxicity above about 50%; inactive means the rest.

SMILES | LYP inhibition | MK inhibit | Spn PMK inh | Bfl-1 inhibitors | Spn DPM-DC inh | HT1080 viability | HPDE-C7 viability | KRASV12 cytotoxicity | Alkaline phosphatase | others
CCOC(=O)CN(C(=O)Cn1nnc2ccccc21)C(C(=O)NCCOC)c1ccccc1 (stereo not given) | 17% | 0 | 0 | 5% | i | -4% | . | . | 10%
O=C(Cn1nc(-c2ccccc2)ccc1=O)N1CCOCC1 | 8% | 0 | 0 | -9% | i | -6% | 1% | 1% | 10%
COCCn1nnnc1C(C(C)C)N1CCC(Cc2ccccc2)CC1 (stereo not given) | . | 7 | 15 | -7% | i | -8% | -7% | 0% | 7%
CC(C)CCNC(=O)Cc1c(C(=O)O)[nH]c2ccc(Cl)cc12 | 12% | 8 | 10 | -4% | i | 17% | 5% | 20% | 8%
O=C(CCN1CCN(CCO)CC1)Nc1ccc(F)c(F)c1 | 0% | 7 | 8 | -3% | i | 3% | 4% | 18% | 10%
C/C(N)=C(/C#N)C(=O)COC(=O)CC1CCCC1 | 0% | 4 | 14 | -4% | i | 9% | 3% | 7% | 7%
CCOC(=O)N1CCC(NC(=O)c2ccc3c(c2)ncn3C2CCCC2)CC1 | . | 0 | 13 | 1% | i | -6% | -16% | -9% | 4%
O=C(Nc1cccc(Cl)c1)c1ccc2c(=O)n3c(nc2c1)CCCCC3 | . | 5 | 16 | -2% | i | 13% | 48% | 54%* | -4%
c1cnc2ccc(C(c3nnnn3C3CCCC3)N3CCN(c4nc5ccccc5s4)CC3)cc2c1 (stereo not given) | . | 3 | 3 | -3% | i | -6% | 15% | 11% | 8%
OC12CCCCC1C(c1ccc3c(c1)OCO3)N(Cc1cccc(F)c1)CC2 (stereo not given) | -6% | 8 | 13 | -2% | i | 11% | -12% | -6% | 13%
COc1ccc(-c2c3c(=O)n(C)c(=O)n(C)c3cn2NC(C)=O)cc1 | 13% | 5 | 2 | -6% | i | 17% | 4% | -2% | 8%
COc1ccc(OCC(=O)N(C)Cc2ccccc2)cc1 | 15% | 11 | 10 | -7% | i | -2% | -17% | -20% | 9%
O=C(C1CCC(Cn2c(=S)[nH]c3ccccc3c2=O)CC1)N1CCN(c2ccccc2)CC1 (stereo not given) | 10% | 7 | 6 | -3% | i | 4% | -1% | 9% | 7%
CCCc1[nH]nc2c1C(c1ccc(OC(=O)c3ccco3)cc1)C(C#N)=C(N)O2 (stereo not given) | -9% | 3 | 3 | 0% | i | -2% | 36% | 19% | 15%
COc1ccc(C2C(C(=O)NCc3ccccc3)=C(C)Nc3ncnn32)cc1OC (stereo not given) | 0% | 6 | 17 | 6% | i | 1% | . | . | 7%
CCN(CC)CCNC(=O)c1cc2c(=O)n(C)c3ccccc3c2n1C | 6% | 3 | 0 | -8% | i | 5% | -11% | -20% | 0%
CCOC(=O)N1CCN(C(=O)c2cnn3ccccc23)CC1 | 1% | 4 | 11 | 1% | i | . | -2% | -7% | 6%
Cc1occc1C(=O)NC(C)C(C)(C)C (stereo not given) | 5% | 14 | 6 | -6% | i | 8% | -14% | -1% | 9%
O=C1C2C3C=CC(C3)C2C(=O)N1c1ccc(-c2nc3ccccc3o2)cc1 (stereo not given) | 0% | 8 | 0 | 13% | i | -4% | -4% | 3% | 6%
O=C1C2C(c3ccccc3)C=CC(c3ccccc3)C2C(=O)N1CCO (stereo not given) | 5% | 3 | 12 | 6% | i | 6% | 6% | -3% | 3%
COc1ccccc1-c1cc2nc(C)c(CCC(=O)NCc3ccco3)c(C)n2n1 | 5% | 8 | 4 | -5% | i | -3% | -9% | -3% | 17% | Spn PMK inh pilot replicates=2.5;MK inhibit pilot replicates=2.5;Spn DPM-DC inh pilot screen %=2.0
Cn1c(=O)cc(OCC(=O)N2CCC(N3CCCCC3)CC2)c2ccccc21 | . | 0 | 5 | -1% | i | 3% | 10% | 7% | 17%
Cc1ccc(-c2nc(CN(C)C)cc(CN(C)C)c2O)cc1 | 13% | 10 | 6 | -4% | . | -3% | 8% | 9% | 10%
CC(=O)NC(N1CCCCC1)C(F)(F)C(F)(F)C(F)(F)C(F)F (stereo not given) | . | 0 | 6 | 1% | i | -4% | -8% | 0% | 10%
CC1(C)Cc2cccc(OCC(=O)O)c2O1 | . | 9 | 2 | 3% | i | -2% | -19% | -10% | 11% | Spn PMK inh pilot replicates=0.5;MK inhibit pilot replicates=0.0;Spn DPM-DC inh pilot screen %=2.0
CCOc1cccc(-c2nnc3sc(-c4cc(OC)c(OC)c(OC)c4)nn23)c1 | 4% | 3 | 13 | -1% | i | -11% | 32% | 25% | 15%
COc1cccc(-c2csc3nnc(SCC(=O)NCc4cccs4)n23)c1 | . | 7 | 9 | 1% | i | -1% | 3% | 10% | 5%
O=C(CCSc1nnc(-c2ccncc2)o1)Nc1ccc(F)cc1 | 16% | 0 | 4 | -5% | i | 17% | -15% | 2% | 9%
CC1(C)CC(=O)C(C=NCc2ccc3c(c2)OCO3)=C(O)C1 | 11% | 11 | 1 | -4% | i | 12% | -8% | -5% | 6% | Spn PMK inh pilot replicates=1.0;MK inhibit pilot replicates=2.0;Spn DPM-DC inh pilot screen %=1.5
Cc1cc(C(=O)OCC(=O)N2CCN(c3ccccc3)CC2)c2ccccc2n1 | . | 2 | 18 | 9% | i | -2% | -8% | -10% | 4%
Cc1ccc(C2/C(=C(/O)c3ccc(Br)cc3)C(=O)C(=O)N2Cc2ccco2)o1 (stereo not given) | 2% | 4 | 13 | -4% | i | 2% | -4% | 0% | 7%
CCC(=Nc1ccc(N)cc1)C1=C(O)C(C(=O)OC)C(C)(C)CC1=O (stereo not given) | . | 13 | 6 | -2% | i | 7% | 12% | 21% | 6%
O=C(NCC(=O)N(c1ccc(F)cc1)C(C(=O)NCC1CCCO1)c1ccccc1)c1ccco1 (stereo not given) | 13% | 4 | 7 | -6% | i | -2% | -7% | -12% | 5%
COc1ccc(N2CCN(Cc3nc4c(c(=O)[nH]c(=O)n4C)n3CC(C)=O)CC2)cc1 | 0% | 0 | 9 | -2% | i | 4% | -1% | -8% | 7% | Spn PMK inh pilot replicates=5.5;MK inhibit pilot replicates=2.0;Spn DPM-DC inh pilot screen %=0.5
NC(=O)C1CCN(C(=O)c2cc3n(n2)C(C(F)(F)F)CC(c2ccco2)N3)CC1 (stereo not given) | 3% | 6 | 16 | -8% | i | -10% | 2% | -7% | 18% | Spn PMK inh pilot replicates=4.0;MK inhibit pilot replicates=0.5;Spn DPM-DC inh pilot screen %=1.0
O=C(CN1CCN(Cc2ccccc2Cl)C1=O)NC1CCCCCCC1 | 13% | 2 | 2 | -3% | i | . | -20% | -5% | 11%
CC(C)C(c1nnnn1Cc1cccs1)N1CCN(c2ccccc2)CC1 (stereo not given) | 1% | 6 | 6 | 4% | i | 37% | -1% | -10% | 6%
Cn1nc(C(=O)Nc2ccc(S(=O)(=O)N3CCCCC3)cc2)ccc1=O | 7% | 6 | 16 | 4% | i | 14% | -4% | -2% | 6%
CCN(CC(=O)NCc1ccc(F)cc1)CC(O)COCc1cccc(OC)c1 (stereo not given) | 1% | 0 | 17 | -1% | i | -1% | -6% | 0% | -7%
CCOCCCNC(=O)c1c(-c2ccccc2)noc1C | . | 7 | 15 | -6% | i | 3% | 2% | 11% | 7%

Retrieved one by one from the entries so far (3):
SMILES | LYP inhibition | MK inhibit | Spn PMK inh | Bfl-1 inhibitors | Spn DPM-DC inh | HT1080 viability | HPDE-C7 viability | KRASV12 cytotoxicity | Alkaline phosphatase | others
CCN(CC(=O)NCc1ccc(F)cc1)CC(O)COCc1cccc(OC)c1 (stereo not given) | 1% | 0 | 17 | -1% | i | -1% | -6% | 0% | -7%
NC(=O)C1CCN(C(=O)c2cc3n(n2)C(C(F)(F)F)CC(c2ccco2)N3)CC1 (stereo not given) | 3% | 6 | 16 | -8% | i | -10% | 2% | -7% | 18% | Spn PMK inh pilot replicates=4.0;MK inhibit pilot replicates=0.5;Spn DPM-DC inh pilot screen %=1.0
O=C(NCC(=O)N(c1ccc(F)cc1)C(C(=O)NCC1CCCO1)c1ccccc1)c1ccco1 (stereo not given) | 13% | 4 | 7 | -6% | i | -2% | -7% | -12% | 5%

Next section.
SMILES | LYP inhibition | MK inhibit | Spn PMK inh | Bfl-1 inhibitors | Spn DPM-DC inh | HT1080 viability | HPDE-C7 viability | KRASV12 cytotoxicity | Alkaline phosphatase | others
Cc1ccc2oc3c(c(=O)c2c1)C(c1cccc(Cl)c1)N(CCCN1CCOCC1)C3=O (stereo not given) | 2% | 5 | 6 | 1% | i | 8% | -4% | 2% | 11%
CCOC(=O)CCC(=O)Nc1ccccc1C(N)=O | 0% | 0 | 6 | -1% | i | 12% | 2% | -1% | 4%
CC(=O)OC1CC(C)N(C(=O)c2ccccc2)c2ccc(C)cc21 (stereo not given) | 5% | 10 | 17 | -9% | i | 26% | -27% | -24% | 10%
CCOC(=O)C1=C(C)NC(=O)NC1C (stereo not given) | . | 6 | 4 | . | i | 0% | . | . | .
c1ccc(N2CCOCC2)c(Nc2nc3ccccc3n3cnnc23)c1 | 17% | 0 | 8 | -12% | i | -6% | -10% | 1% | 0%
CCOc1ccccc1OCC(=O)Nc1ccc(S(=O)(=O)Nc2ncccn2)cc1 | 30% | 0 | 15 | . | i | 8% | . | . | .
O=S(=O)(c1ccc(F)cc1)N1CCN(CC(O)COCc2cccs2)CC1 (stereo not given) | 13% | 20 | 4 | -5% | i | 1% | 5% | -8% | 6%
COc1ccc(N2CC(C)Cn3c2nc2c3c(=O)n(Cc3ccc(F)cc3)c(=O)n2C)c(OC)c1 (stereo not given) | . | 6 | 9 | -6% | i | -17% | -5% | -2% | 7%
CC(=O)Nc1ccc(NC(=O)c2ccco2)cc1 | 0% | 2 | 2 | -2% | i | 0% | . | . | 10%
Cc1ccc(-c2nn3c(=O)c(C)nnc3s2)cc1 | 1% | 12 | 6 | 1% | i | 0% | -2% | 8% | 11% | Spn PMK inh pilot replicates=9.0;MK inhibit pilot replicates=3.0;Spn DPM-DC inh pilot screen %=2.0
CC1(C)CC(=O)c2cnc(NC(=O)C3CCCC3)nc2C1 | . | 10 | 25 | -1% | i | 1% | 10% | -12% | -12%
CCOc1ncccc1C(=O)OCC(=O)c1cc(C)n(Cc2ccco2)c1C | -6% | 6 | 7 | -2% | i | -3% | -6% | 7% | 5%
Cc1ccc(S(=O)(=O)NCCCNC(=O)N2CCOCC2)cc1 | . | 5 | 0 | -3% | i | -6% | -3% | 2% | 17% | Spn PMK inh pilot replicates=5.5;MK inhibit pilot replicates=2.0;Spn DPM-DC inh pilot screen %=4.5
CCOc1cccc(C(=O)Nc2nnc(-c3ccco3)s2)c1 | -4% | 8 | 5 | 1% | i | 0% | 2% | 4% | 9%
O=C(Nc1cnccn1)c1csc2ccccc12 | 21% | 11 | 11 | 2% | i | 0% | 4% | 1% | 18%
O=C(OCC(=O)c1ccc[nH]1)c1ccc(S(=O)(=O)N2CCCCC2)cc1 | 10% | 5 | 0 | -1% | i | 2% | 1% | 4% | 9% | Spn PMK inh pilot replicates=2.5;MK inhibit pilot replicates=0.0;Spn DPM-DC inh pilot screen %=1.0
CCOC(=O)C1CCN(C(=O)CSc2nnc(-c3ccco3)n2-c2ccccc2)CC1 | -4% | 6 | 14 | 5% | i | -8% | 0% | -1% | 7%
